From PubChem
FLuc inh: blocks Photinus pyralis firefly luciferase activity. purified firefly luciferase, luminescence, 8 min. Potency, µM (series often up to 57.1 µM), for inactives: top-dose activity change, negative = inhibition, usual class: inhibitors. actives 2.2% (n = 72,000); also: potency is read from the fitted curve at half-maximal effect; % is scaled to controls: 0 for no effect and ±100 for the full control effect; nearly all actives have a fitted effect of over 40% in size
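qHTS concentration-response profiling: light output of P. pyralis luciferase with luciferin and 10 uM ATP, imidazole buffer pH 7.2. Read by luminescence after 8-min room-temperature incubation.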
Tau fil binding: binds recombinant human tau filaments; P10636; recombinant tau filaments, thioflavin S fluorescence, 15 h; filaments grown with octadecylsulfate alongside compound; Potency, µM (series often up to 57.1 µM), without a hit: at the top dose activity change, negative = inhibition; actives 2% (n = 71,000); AID 596;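 also: potency is read from the fitted curve at half-maximal effect; % is scaled to controls: 0 for no effect and ±100 for the full control effect; actives lower thioflavin S fluorescence by blocking filaments or displacing dye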
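Read-out: ThS fluorescence, 450 nm excitation/510 nm emission; lower signal marks blocked filament formation or displaced dye. Tau at 1 uM with 30 uM ODS, 10 uM ThS, 5 mM DTT, 100 mM NaCl, 10 mM HEPES pH 7.4; 15 h, 37 C.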
ERK AVP inh: blocks ERK signaling stimulated by vasopressin. Potency, µM (series often up to 57.5 µM), without a hit: at the highest dose activity, negative = inhibition, usual class: inhibitors. AID 995. HEK293-V1b, vasopressin-stimulated pERK AlphaScreen. actives 0.99% (n = 72,000); also: potency is read from the fitted curve at half-maximal effect; % is scaled to controls: 0 for no effect and ±100 for the full control effect; nearly all actives have a fitted effect of over 55% in size
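HEK293 cells stably expressing V1b receptor, seeded overnight in 1% FBS, were treated with compounds for 30 min at 37C, then stimulated 5 min with 25 nM vasopressin; phospho-ERK read by AlphaScreen SureFire after lysis.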
A350 fluor: compound fluoresces in the Alexa 350 spectral region | Compound autofluorescence, 340/450 nm, Alexa 350 dye-equivalents; stronger effect = higher value | max dye-equivalent concentration, M | actives 11% (n = 59,000); in the data active = max dye-equivalent concentration above about 10 nM; inconclusive = mostly about 1.1 nM to 9.6 nM
BRCT PPI green: BRCA1 BRCT-phosphoprotein interaction inhibition. P38398. BRCA1 BRCT-phosphopeptide binding, green fluorescence polarization. Potency, µM (highest dose often 76.9 µM), without a hit: top-dose activity change, negative = inhibition, usual class: inhibitors. actives 0.05% (n = 75,000);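 also: potency is read from the fitted curve at half-maximal effect; plate controls were peptide without protein for full effect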
Target sequence (P38398 whole entry, looked up): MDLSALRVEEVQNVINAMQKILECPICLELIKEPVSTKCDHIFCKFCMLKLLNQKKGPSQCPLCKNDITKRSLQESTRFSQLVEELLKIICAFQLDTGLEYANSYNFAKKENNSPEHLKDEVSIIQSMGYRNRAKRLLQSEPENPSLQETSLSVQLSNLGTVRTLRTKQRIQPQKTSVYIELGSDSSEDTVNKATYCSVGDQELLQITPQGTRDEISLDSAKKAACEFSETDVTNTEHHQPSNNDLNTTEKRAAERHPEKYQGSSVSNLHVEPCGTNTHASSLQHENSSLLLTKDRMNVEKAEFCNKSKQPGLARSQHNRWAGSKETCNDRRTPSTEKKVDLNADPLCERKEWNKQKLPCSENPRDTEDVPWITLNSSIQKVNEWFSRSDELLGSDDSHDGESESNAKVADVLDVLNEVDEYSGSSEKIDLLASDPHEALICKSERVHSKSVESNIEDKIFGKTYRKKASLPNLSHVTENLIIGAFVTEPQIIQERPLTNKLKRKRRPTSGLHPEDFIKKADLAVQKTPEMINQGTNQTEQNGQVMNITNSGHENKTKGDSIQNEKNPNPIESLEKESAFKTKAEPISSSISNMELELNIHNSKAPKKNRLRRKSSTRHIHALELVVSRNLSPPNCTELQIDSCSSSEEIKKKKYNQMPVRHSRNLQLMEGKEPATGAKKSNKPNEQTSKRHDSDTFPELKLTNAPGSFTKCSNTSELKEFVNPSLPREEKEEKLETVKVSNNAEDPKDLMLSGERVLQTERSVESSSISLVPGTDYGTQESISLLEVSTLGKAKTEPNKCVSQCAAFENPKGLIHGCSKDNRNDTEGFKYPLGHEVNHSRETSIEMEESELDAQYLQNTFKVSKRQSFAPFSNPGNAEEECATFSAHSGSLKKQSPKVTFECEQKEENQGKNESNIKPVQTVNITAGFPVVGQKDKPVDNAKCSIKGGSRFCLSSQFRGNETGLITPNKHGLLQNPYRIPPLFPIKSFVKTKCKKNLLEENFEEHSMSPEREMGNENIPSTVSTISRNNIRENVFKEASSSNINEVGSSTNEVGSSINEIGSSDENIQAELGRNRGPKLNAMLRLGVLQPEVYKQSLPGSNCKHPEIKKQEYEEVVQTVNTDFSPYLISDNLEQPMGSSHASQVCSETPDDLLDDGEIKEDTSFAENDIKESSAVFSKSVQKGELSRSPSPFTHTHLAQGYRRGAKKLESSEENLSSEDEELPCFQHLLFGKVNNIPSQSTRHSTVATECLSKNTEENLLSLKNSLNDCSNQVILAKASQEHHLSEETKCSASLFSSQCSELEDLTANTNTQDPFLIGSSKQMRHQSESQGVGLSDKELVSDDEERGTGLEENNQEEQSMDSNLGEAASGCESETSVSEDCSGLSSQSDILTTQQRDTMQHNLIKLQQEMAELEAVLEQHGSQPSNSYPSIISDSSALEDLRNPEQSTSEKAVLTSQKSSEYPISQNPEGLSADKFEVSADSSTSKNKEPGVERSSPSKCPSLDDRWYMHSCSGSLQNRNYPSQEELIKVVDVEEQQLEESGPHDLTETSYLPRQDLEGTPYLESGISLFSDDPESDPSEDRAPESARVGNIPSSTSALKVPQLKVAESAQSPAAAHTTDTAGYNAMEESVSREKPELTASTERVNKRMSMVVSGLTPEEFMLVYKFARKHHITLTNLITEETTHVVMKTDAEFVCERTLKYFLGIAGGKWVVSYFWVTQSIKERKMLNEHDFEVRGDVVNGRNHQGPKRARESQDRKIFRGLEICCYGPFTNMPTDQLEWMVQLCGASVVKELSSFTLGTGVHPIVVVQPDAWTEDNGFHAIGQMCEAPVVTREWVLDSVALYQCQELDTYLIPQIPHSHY
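Fluorescence polarization: His-tagged BRCT (~35 kDa BRCA1 C-terminus, 250 nM) bound to 100 nM fluorescein-labeled phosphorylated 10-aa BACH1 peptide, pH 7.3 phosphate buffer with DTT and Tween 20. Compounds incubated 12 min at room temperature; inhibition read as lowered polarization.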
Caspase-7 inhib: blocks human caspase-7 allosterically or competitively; P55210; actives 0.02% (n = 75,000); recombinant caspase-7, Ac-DEVD-AFC fluorescence rate; Potency, µM (doses to about 57.5 µM), inactives show at the highest dose activity change, negative = inhibition, actives largely listed as inhibitors; active = well fitted inhibition curve with a large enough effect in the main read-out, with a control signal flat, not every such curve was filed as active; inconclusive = small, poorly fitted or top-dose-only effect, or a change in a side signal; also: potency is read from the fitted curve at half-maximal effect; % of control where 0% means no effect
HEK293 cAMP cs: raises cAMP in parental HEK293 cells, TSHR agonist counter-screen; parental HEK293 CNG cAMP sensor, membrane potential fluorescence; Potency, µM (series often up to 57.1 µM), without a hit: at the top dose activation, hits mostly activators; actives 2.5% (n = 73,000); AID 938; also: potency is read from the fitted curve at half-maximal effect; % of control where 0% means no effect; nearly all actives have a fitted effect of over 55% in size
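Parental HEK 293 cells stably expressing a modified CNG channel (no TSHR) report cAMP rise as membrane depolarization. Membrane potential dye with 100 uM RO 20-1724 was loaded for 60 min at room temperature, then compound added for 30 min; fluorescence read at 590 nm.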
CRE Fsk mod: alters forskolin-stimulated CRE reporter signaling in CHO cells; actives 2.5% (n = 71,000); CHO CRE-bla reporter (cAMP response element driving beta-lactamase), forskolin EC10, beta-lactamase ratio; AID 662; Potency, µM (highest dose often 38.2 µM), for inactives: at the highest dose activity change, negative = inhibition, hits mostly activators; active = well fitted activation curve with a large enough effect in the signal ratio, with a control signal flat, not every such curve was filed as active; inconclusive = small, poorly fitted or top-dose-only effect, or effect the other way, or a change in a side signal; the % refers to the signal ratio; also: potency is read from the fitted curve at half-maximal effect; % of control where 0% means no effect
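CRE-bla CHO cells stimulated with EC10 NKH 477 (water-soluble forskolin) and compound titrations, 3 h at 37C; beta-lactamase read with CCF4 after 2 h at room temperature. Activity from 460/530 nm emission ratio, AC50 values for positive or negative modulation.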
Casp1 inh: blocks human caspase-1 allosterically or competitively; actives 0.03% (n = 75,000); AID 900; P29466; Potency, µM (titrated, usually from 57.5 µM), for the others: at the top dose activity change, negative = inhibition, most hits filed as inhibitors; Caspase-1 enzyme, Ac-WEHD-AFC fluorogenic rate;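 also: potency is read from the fitted curve at half-maximal effect; plate controls were vehicle for no effect and no substrate for full effect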
USP2a inh: USP2a (human) protease inhibition. O75604. USP2a enzymatic assay, qHTS inhibition. Potency, µM (doses to about 38.3 µM), without a hit: at the top dose activity change, negative = inhibition, actives largely listed as inhibitors. actives 0.1% (n = 60,000). AID 927;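 also: potency is read from the fitted curve at half-maximal effect; nearly all actives have a fitted effect of over 60% in size; plate controls were DMSO for no effect and NEM full inhibition control for full effect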
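20 nM USP2 core + cpd, 30 min RT; add 20 nM Ub-PLA2/20 uM NBD C6-HPC; read Ex460/Em535 at 0 h and 2.5 h. Normalized to NEM; qHTS curve fit/classification.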
BRCT PPI red: disrupts BRCA1 BRCT binding to phosphoprotein, red fluorophore readout; P38398; BRCT-phosphopeptide binding, red fluorescence polarization; Potency, µM (doses to about 76.9 µM), for inactives: at the top dose activity change, negative = inhibition, usual class: inhibitors; actives 0.03% (n = 75,000); also: % is scaled to controls: 0 for no effect and ±100 for the full control effect
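Fluorescence polarization: 100 nM His-tagged BRCA1 BRCT with 100 nM TAMRA-labelled phospho-BACH1 decapeptide, phosphate buffer pH 7.3 with 150 mM NaCl, DTT, 0.01% Tween 20; 12 min RT. Binding inhibition seen as FP decrease.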
Numbers without * were called inactive; i = inactive; ? = inconclusive; · = not tested or not shown; & = joins results of further samples; [ ] = remark or other dose. Unless noted, calls follow the shape of the dose curve; as a rule, active = well fitted curve in the direction sought with a large enough effect; inconclusive = small, poorly fitted or top-dose-only effect, or another doubt; inactive = no such curve, though single readings can be large; an effect the other way counts as inactive or inconclusive. Not all compounds are listed; rates above refer to the full screens.

A first look:
molecule | FLuc inh | Tau fil binding | ERK AVP inh | A350 fluor | BRCT PPI green | Caspase-7 inhib | HEK293 cAMP cs | CRE Fsk mod | Casp1 inh | USP2a inh | BRCT PPI red
BrCCc1ccccc1 | · | 14.0% | 35.2% | · | -9.5% | -1.2% | 6.5% | -16.1% | 1.0% | · | 1.8%
COc1ccc2c(c1OC)CN1CCc3cc4c(cc3[C@H]1C2)OCO4 | -4.3%[25.5 µM] | -0.3%[25.6 µM] | -20.8%[25.7 µM] | ? | -1.5%[34.4 µM] | -0.7%[25.7 µM] | -1.1%[25.6 µM] | 3.5%[17.1 µM] | -0.2%[25.7 µM] | 2.3%[17.1 µM] | -0.6%[34.4 µM]
Cc1nc2cc(-c3cccc(F)c3)nn2c(C)c1CCC(=O)N1CCC2(CC1)OCCO2 | 0.2% | 4.2% | -1.4% | ? | -1.3% | -1.2% | 16.4% | -0.1% | 1.1% | 12.2% | -2.4%
O=CN1CCCCC1C1CC[C@H]2CCCCN2C1 (stereo partly drawn) | · | · | -21.0% | · | -2.1% | 1.2% | · | · | 5.3% | · | -0.3%
O=c1ccc2[nH]cc(C3=CCNCC3)c2[nH]1 | -0.8% | ? | -2.1% | · | 0.8% | -5.4% | 6.0% | ? | -5.8% | · | 1.0%
COc1ccc(C[C@@H]2NC[C@H](O)[C@@H]2OC(C)=O)cc1 | 0.3%[25.5 µM] | 5.4%[25.6 µM] | · | ? | -0.8%[34.4 µM] | 3.6%[25.7 µM] | 3.8%[25.6 µM] | ? | -1.2%[25.7 µM] | -2.7%[17.1 µM] | 0.7%[34.4 µM]
CC(=O)OC1CCC2(C)C3=C(CCC2C1(C)C)[C@]1(C)CCC(C(C)CCC=C(C)C)[C@]1(C)CC3 (stereo partly drawn) | · | · | 18.8% | · | 0.0%[3.08 µM] | -0.8% | · | · | -2.4% | 54.1%[activator] | -2.1%
OC[C@@H]1CCCN2CCCC[C@@H]12 | · | · | -21.1% | · | -2.1% | 0.1% | · | · | -1.1% | · | -0.1%
COC(=O)C1C2c3ccccc3OC1(C)N=c1s/c(=C/c3cn(C)nc3C)c(=O)n12 (stereo not drawn) | 1.2% | -2.4% | -4.7% | ? | -1.3% | -2.3% | 20.2% | ? | -0.8% | 67.7%[activator] | -0.3%
Cc1cc(-c2ccc(N)c(C)c2)ccc1N | · | -17.3% | -14.2% | · | -0.2% | 3.9% | -24.7% | 2.9% | 1.4% | · | -11.6%

All compounds of this part (from the top)
molecule | FLuc inh | Tau fil binding | ERK AVP inh | A350 fluor | BRCT PPI green | Caspase-7 inhib | HEK293 cAMP cs | CRE Fsk mod | Casp1 inh | USP2a inh | BRCT PPI red
BrCCc1ccccc1 | · | 14.0% | 35.2% | · | -9.5% | -1.2% | 6.5% | -16.1% | 1.0% | · | 1.8%
COc1ccc2c(c1OC)CN1CCc3cc4c(cc3[C@H]1C2)OCO4 | -4.3%[25.5 µM] | -0.3%[25.6 µM] | -20.8%[25.7 µM] | ? | -1.5%[34.4 µM] | -0.7%[25.7 µM] | -1.1%[25.6 µM] | 3.5%[17.1 µM] | -0.2%[25.7 µM] | 2.3%[17.1 µM] | -0.6%[34.4 µM]
Cc1nc2cc(-c3cccc(F)c3)nn2c(C)c1CCC(=O)N1CCC2(CC1)OCCO2 | 0.2% | 4.2% | -1.4% | ? | -1.3% | -1.2% | 16.4% | -0.1% | 1.1% | 12.2% | -2.4%
O=CN1CCCCC1C1CC[C@H]2CCCCN2C1 (stereo partly drawn) | · | · | -21.0% | · | -2.1% | 1.2% | · | · | 5.3% | · | -0.3%
O=c1ccc2[nH]cc(C3=CCNCC3)c2[nH]1 | -0.8% | ? | -2.1% | · | 0.8% | -5.4% | 6.0% | ? | -5.8% | · | 1.0%
COc1ccc(C[C@@H]2NC[C@H](O)[C@@H]2OC(C)=O)cc1 | 0.3%[25.5 µM] | 5.4%[25.6 µM] | · | ? | -0.8%[34.4 µM] | 3.6%[25.7 µM] | 3.8%[25.6 µM] | ? | -1.2%[25.7 µM] | -2.7%[17.1 µM] | 0.7%[34.4 µM]
CC(=O)OC1CCC2(C)C3=C(CCC2C1(C)C)[C@]1(C)CCC(C(C)CCC=C(C)C)[C@]1(C)CC3 (stereo partly drawn) | · | · | 18.8% | · | 0.0%[3.08 µM] | -0.8% | · | · | -2.4% | 54.1%[activator] | -2.1%
OC[C@@H]1CCCN2CCCC[C@@H]12 | · | · | -21.1% | · | -2.1% | 0.1% | · | · | -1.1% | · | -0.1%
COC(=O)C1C2c3ccccc3OC1(C)N=c1s/c(=C/c3cn(C)nc3C)c(=O)n12 (stereo not drawn) | 1.2% | -2.4% | -4.7% | ? | -1.3% | -2.3% | 20.2% | ? | -0.8% | 67.7%[activator] | -0.3%
Cc1cc(-c2ccc(N)c(C)c2)ccc1N | · | -17.3% | -14.2% | · | -0.2% | 3.9% | -24.7% | 2.9% | 1.4% | · | -11.6%
O=C1C2CCCN2C(c2cccs2)N1c1ccc(Cl)cc1 (stereo not drawn) | -0.4% | -3.6% | 20.3% | i | 0.3% | -0.5% | ? | -10.7% | -1.2% | 18.8% | 0.5%
O=P(O)(O)c1ccccc1 (tested in a mixture with another compound) | 1.5%[11.4 µM] | 3.4%[11.4 µM] | -6.6%[11.5 µM] | i | -2.5%[15.4 µM] | -1.0%[11.5 µM] | 10.2%[11.4 µM] | -3.2%[7.6 µM] | 4.9%[11.5 µM] | · | -0.3%[15.4 µM]

Next section:
molecule | FLuc inh | Tau fil binding | ERK AVP inh | A350 fluor | BRCT PPI green | Caspase-7 inhib | HEK293 cAMP cs | CRE Fsk mod | Casp1 inh | USP2a inh | BRCT PPI red
COC(=O)CC1NC2CCCCC2NC1=O (stereo not drawn) | -0.9% | -11.6% | -11.1% | i | -2.6% | 0.8% | 3.5% | -6.1% | -2.1% | -4.3% | -0.5%
CCCCCCOC(=O)c1ccccc1N | -7.6% | -13.0% | 3.8% | · | 0.6% | -0.5% | 15.3% | 3.7% | -0.3% | -3.4% | -0.4%
CC1SC2(CN3CCC2CC3)NC1=O (stereo not drawn) | -1.3% | 14.4% | -14.7% | · | -3.7% | -3.4% | -5.1% | 0.2% | -1.3% | -0.8% | 0.5%
CCOC(=O)c1c(C)c(C(=O)N2CCC3(CC2)OCCO3)c(C)n1CC | 0.9% | -2.4% | -18.5% | i | -0.9% | 1.7% | -0.2% | 11.5% | 2.5% | 2.6% | -0.4%
CN(C)c1ccc(/C=C2\CCCN=C2c2cccnc2)cc1 | · | · | -28.3% | · | 237.7%[activator] | -3.3% | -24.3% | · | 1.1% | · | 5.4%
CCC(=NCc1ccc2c(c1)OCO2)c1c(O)n(C)c(=O)n(C)c1=O | 0.8% | 5.2% | -21.2% | i | 3.4% | -1.8% | ? | 18.1% | -4.6% | 16.0% | 0.3%
O=C1NCN(c2ccccc2)C12CCN(C[C@H]1COc3ccccc3O1)CC2 | 2.0%&2.4% | -15.5%&-8.8% | -7.5% | i | -3.1% | 0.9% | ? | ? | 1.2% | 8.5% | -1.4%
Cn1cc(CCC(=O)N2CCC3(CC2)OCCO3)c2ccccc21 | 0.1% | -4.6% | -1.4% | ? | -2.4% | 0.2% | -0.8% | -12.6% | -1.2% | 6.5% | -0.7%
COC(=O)c1cc2c(cn1)[nH]c1ccccc12 | -11.3% | -2.5% | 14.3% | ? | -1.8% | 1.2% | 2.2% | -2.3% | -1.0% | 6.8% | -0.7%
[N-]=[N+]=CC(=O)OCC(N)C(=O)O (stereo not drawn) | · | · | -15.7% | · | 0.0%[3.08 µM] | -1.8% | · | · | -0.1% | -14.0% | -4.9%
C[C@]12CCC(=O)C=C1CC[C@@H]1[C@@H]2CC[C@@]2(C)[C@H]1CC[C@]2(C)O | · | 10.5% | 36.7% | · | -3.1% | -3.7% | -5.3% | -4.8% | -1.2% | · | 0.0%
CCCc1c(C)c2cc(C)ccc2[nH]c1=O | -1.4% | -8.7%[11.4 µM] | 12.2% | · | 0.3% | 0.9% | ? | ? | -0.4% | 2.1%[7.66 µM] | -0.5%
CCC(=O)Nc1cc(C(=O)N2CCC3(CC2)OCCO3)ccc1S(=O)(=O)c1ccc(C)cc1 | 0.0% | 0.7% | 26.4% | i | 0.0% | 4.3% | 4.3% | -3.6% | -2.1% | 8.9% | -0.8%
